RPL19A-GFP yeast – modulators of TOR pathway RPL19A-GFP in S. cerevisiae; S. cerevisiae RPL19A-GFP strain, flow cytometry, 3 h; active compounds read low; percent response vs DMSO, % at 10 µM; 330,000 compounds, 0.3% hits;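 active = percent response vs DMSO below 50%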;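 note: median channel GFP fluorescence of the barcoded RPL19A-GFP strain; ratio of sample median GFP to plate DMSO average so 100% = DMSO; lower means less RPL19A-GFP as with rapamycin TOR inhibition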
procasp7 counter – counter-screen: procaspase-7 (human) activation. recombinant procaspase-7, Ac-DEVD-pNA absorbance 405 nm; D23A/D198A/D206A triple mutant, cannot self-cleave; scale: DMSO 0, 5 µM enzyme 100. activation, % at 8.5 µM. P55210. AID 463210. 330,000 compounds, 0.093% hits;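 active = percent activation above the screen-wide mean plus 3 SD, cut at about 25% in these data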
Target sequence (P55210 whole entry D23A/D198A/D206A): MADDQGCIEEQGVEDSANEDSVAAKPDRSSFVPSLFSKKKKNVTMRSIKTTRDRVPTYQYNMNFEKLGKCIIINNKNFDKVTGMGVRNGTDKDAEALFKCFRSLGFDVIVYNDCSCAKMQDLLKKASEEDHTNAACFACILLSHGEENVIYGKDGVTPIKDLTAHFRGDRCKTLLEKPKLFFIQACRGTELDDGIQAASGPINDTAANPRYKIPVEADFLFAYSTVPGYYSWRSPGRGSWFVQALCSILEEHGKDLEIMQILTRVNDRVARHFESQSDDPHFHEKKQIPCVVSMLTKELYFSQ
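Assay system: Uncleavable procaspase-7 mutant enzyme | Input: 2 µM procaspase-7 mutant as dispensed | Timing: 1 h compound preincubation, 2 h substrate cleavage, 25 °C | Repeats: One well per compound | Control set: DMSO wells as 0%, DMSO with 5 µM added PC-7 as 100% | Technique: Epi-absorbance of released pNA at 405 nm, two timepoints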
AGP1-GFP MLPCN – yeast TOR pathway AGP1-GFP modulation; GFP response vs DMSO, % at 10 µM; S. cerevisiae AGP1-GFP multiplex flow cytometry, 3 h; GFP as percent of DMSO wells; 320,000 compounds, 0.02% hits;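 active = GFP response relative to DMSO above a set limit, near screen average plus 3 SD, cut at about 150% in these data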;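 note: median GFP channel fluorescence of the gated AGP1 strain per well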
LAP4-GFP MLPCN – yeast TOR pathway LAP4-GFP modulation | 320,000 compounds, 0.34% hits | AID 2023 | GFP response vs DMSO, % at 10 µM | S. cerevisiae LAP4-GFP multiplex, flow cytometry GFP, 3 h; median GFP as percent of DMSO wells;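 active = GFP response vs DMSO above a set limit, about the screen mean plus 3 SD, cut at about 150% in these data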
AHR act – activates the human aryl hydrocarbon receptor; P35869; AHR-responsive luciferase reporter cells, luminescence; activation, % at 5 µM; 320,000 compounds, 2.5% hits; in the data active = activation above about 47%;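 note: 0% = vehicle wells and 100% = reference agonist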
procasp3 activ – activators of human procaspase-3 | recombinant procaspase-3 D3A, Ac-DEVD-pNA absorbance 405 nm | activation, % at 8.5 µM | 330,000 compounds, 0.11% hits;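 active = activation above the mean of all tested compounds plus 3 SD, cut at about 21% in these data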;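 note: 0% = DMSO alone and 100% = DMSO wells spiked with extra 5 µM PC-3 D3A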
Target sequence (P42574 whole entry D9A/D28A/D175A): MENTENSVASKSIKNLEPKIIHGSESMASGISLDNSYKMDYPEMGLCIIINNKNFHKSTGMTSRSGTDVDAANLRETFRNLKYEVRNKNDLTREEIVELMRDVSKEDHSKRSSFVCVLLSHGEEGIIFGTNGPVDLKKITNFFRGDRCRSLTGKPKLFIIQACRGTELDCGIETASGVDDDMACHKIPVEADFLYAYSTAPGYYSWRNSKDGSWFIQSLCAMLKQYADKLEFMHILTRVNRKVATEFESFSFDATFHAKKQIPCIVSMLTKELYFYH
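Compound: 8.5 µM single point, 0.8% DMSO / Material: Autoprocessing-dead procaspase-3 D3A mutant enzyme / Timing: 1 h preincubation plus 2 h reaction at 25 °C / Medium: Zinc-free HEPES/NaCl buffer with 0.01% Triton X-100 at pH 7.4 / Technique: 405 nm absorbance of p-nitroaniline, reads at 0 and 120 min / Repeats: one well per compound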
CIT2-GFP yeast – yeast TOR pathway CIT2-GFP modulation | S. cerevisiae CIT2-GFP strain, flow cytometry, 3 h; 100 means same as DMSO wells | GFP response vs DMSO, % at 10 µM | 320,000 compounds, 0.065% hits | AID 2029;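 active = GFP response relative to DMSO above a set limit, near the screen mean plus 3 SD, cut at about 150% in these data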;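 note: ratio of well median GFP fluorescence to mean of DMSO wells on the plate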
MEP2 TOR yeast – yeast TOR pathway MEP2-GFP modulation | 330,000 compounds, 0.51% hits | GFP response vs DMSO, % at 10 µM | S. cerevisiae MEP2-GFP strain, flow cytometry GFP, 3 h; 100% = DMSO control level | AID 2016;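 active = GFP response versus DMSO above a set limit, roughly screen mean plus 3 SD, cut at about 180% in these data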;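 note: median GFP fluorescence of the barcode-gated MEP2-GFP cells per well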
Numbers without * were called inactive; [ ] = remark or other dose. This is a random part of the collection. Share with any hit: about 3.5%.

SMILES	RPL19A-GFP yeast	procasp7 counter	AGP1-GFP MLPCN	LAP4-GFP MLPCN	AHR act	procasp3 activ	CIT2-GFP yeast	MEP2 TOR yeast
Cc1ccc(S(=O)(=O)Nc2ccncc2)c(C)c1	107.8	-6.7	104.9	99.2	2.9	5.3	102.8	107.3
CS(=O)(=O)Nc1cccc(C2=NN(C(=O)c3ccco3)C(c3ccco3)C2)c1 (stereo not drawn)	103.4	-6.1	112.4	112.5	-0.1	-5.7	102.3	103.2
Cc1ccc(S(=O)(=O)CC(=O)N2CCN(c3ccccc3F)CC2)cc1	100.3	15.3	95.0	92.1	3.8	-3.5	92.1	95.1
COC(=O)CCC(=O)Nc1cccc(C(=O)Nc2cccc(Cl)c2)c1	102.5	-3.0	107.0	101.0	20.8	-1.8	108.9	101.0
CCc1ccc(CN2CCC(n3nccc3NC(=O)c3ccccc3Cl)CC2)cc1	99.8[may fluoresce green]	-3.6	105.7[may fluoresce green]	110.8[may fluoresce green]	2.5	1.0	106.9[may fluoresce green]	108.3[may fluoresce green]
Cc1ccc(S(=O)(=O)N2CCN(Cc3ccsc3)CC2)cc1	96.7	2.0	100.2	99.2	-0.8	-3.2	97.0	99.3
COc1ccc(OCC(=O)Nc2ccc3c(c2)nc(CCn2ccccc2=O)n3C)cc1	97.8	6.4	100.6	95.3	8.4	0.9	104.5	102.9
COCCn1c(SCC(=O)c2c[nH]c3ccccc23)nnc1-c1ccncc1	105.1	-0.1	103.9	111.2	16.5	11.6	89.5	154.9
CCOC(=O)[C@H]1[C@H]2COc3ccc(Br)cc3[C@@H]2N2C(=O)CN(Cc3ccc(C)cc3)C(=O)[C@@]12C	97.5	-1.3	100.3	99.3	1.2	5.2	95.6	95.0
COc1cc(NC(=O)c2ccccc2)c(OC)cc1NC(=O)Cc1ccc(F)cc1	98.6	10.0	100.7	92.3	26.3	14.1	105.8	103.9
COc1ccc(CCn2nnnc2C(CC(C)C)N2CCN(c3ncccn3)CC2)cc1OC (stereo not drawn)	102.4	4.4	101.6	91.4	0.6	-3.8	105.1	96.4
Cc1ccc(NC(=O)CCS(=O)(=O)c2cccc3nonc23)c(Br)c1	97.8	-1.8	100.5	96.4	4.8	-3.5	95.8	90.8
CC(=O)c1nc2ccccc2n1Cc1ccccc1	105.4	5.9	106.8	105.2	1.3	6.9	99.2	108.0
COc1ccc(OC)c(S(=O)(=O)Nc2ccc3c(c2)C(=O)OC3)c1	94.7	-3.4	100.7	101.1	0.3	8.3	102.6	101.0
C=CC(=O)NC(C)(C)Cc1ccccc1	97.0	-0.1	99.4	100.2	6.3	-6.8	104.9	98.4
COc1cc(C(Nc2ccc(S(=O)(=O)NCC3CCCO3)cc2)C(=O)NC(C)(C)C)cc(OC)c1OC (stereo not drawn)	101.5	7.1	114.2	100.7	4.9	-0.7	105.7	101.8
COC(=O)c1[nH]c2ccccc2c1NC(=O)CN1CCN(C(=O)c2ccco2)CC1	98.5	6.3	103.2	104.3	4.5	-6.8	101.8	105.6
COc1cccc(OCC(=O)N(C)Cc2nc(-c3cccc(C)c3)no2)c1	105.0	3.3	99.7	95.5	-2.0	-2.9	93.1	104.2
CC(C)[C@H](NC(=O)c1ccccc1)C(=O)O	96.6	5.3	98.9	91.7	-1.2	5.4	102.4	97.3
Cc1csc(SCC(=O)Nc2sc3c(c2C#N)CCC3)n1	95.2	8.4	91.9	97.0	2.5	0.5	97.0	97.1
O=[N+]([O-])c1nn(-c2ccc3c(c2)OCCO3)n(O)c1=NC1CCCCCC1	101.1	-0.3	84.8	103.7	7.8	-6.7	108.0	99.4
Cc1ccc(C(=O)NC(C)c2ccc(C)c(C)c2)s1 (stereo not drawn)	100.0	4.8	104.7	111.2	0.9	-4.4	103.4	104.7
COc1cc(C)cc(C(=O)O)c1C1=C(O)c2cccc(O)c2C(=O)C1=O	97.1	0.6	99.9	100.9	0.5	-4.5	102.0	99.7
COc1cc(OC)cc(C(=O)OCc2ccc([N+](=O)[O-])cc2)c1	101.5	1.5	103.2	100.8	0.4	5.6	107.2	99.5
O=C(Nc1cccc(C(=O)Nc2cccc(Br)c2)c1)c1ccccc1	103.7	10.3	99.5	96.0	20.4	12.5	106.6	112.8
Cc1c(C(=O)O)oc2c1C(O)CCC2 (stereo not drawn)	104.6	10.5	108.2	100.1	-1.6	5.2	110.6	100.8
CC(=O)c1cccc(S(=O)(=O)N2CCCC(c3nc4c(nnn4Cc4cccc(Cl)c4)c(=O)[nH]3)C2)c1 (stereo not drawn)	103.8	5.9	103.7	91.7	-0.5	-4.8	105.3	106.2
COCCNC(=O)CN1C(=O)c2cccc3cccc1c23	98.7	-1.8	87.1	90.1	3.6	-3.1	96.8	108.4
CC(=O)c1ccc(S(=O)(=O)NCCC(=O)NCCc2c[nH]c3ccccc23)cc1	94.6	3.7	91.3	97.1	26.7	-1.5	93.4	91.9
O=C(O)c1ccccc1C(=O)NCC(O)c1ccccc1 (stereo not drawn)	96.8	4.6	97.2	94.9	6.5	-1.1	102.3	101.4
CCc1ccccc1NC(=O)CCc1nc(-c2ccc(C)cc2)no1	90.3	-2.3	90.7	91.0	2.9	12.3	100.1	93.7
C/C(=N/NC(=O)c1ccc(C)s1)c1cccc(NC(=O)c2ccoc2C)c1	109.9	-3.8	105.5	107.2	34.7	3.5	107.6	100.2
O=S(=O)(NCCCSc1ccccc1)c1ccccc1F	100.7	9.4	101.5	93.1	-0.3	5.6	98.2	100.6
Cc1cc(C(=O)Cn2nc(C(=O)O)c3ccccc3c2=O)c(C)n1C1CC1	100.1	1.1	103.3	96.6	0.5	-2.7	98.3	99.4
Cn1nnnc1SCC(=O)NC(=O)c1cccc([N+](=O)[O-])c1	103.6	-1.7	110.5	99.6	3.4	7.2	103.7	100.0
Cc1cc(/C=N/NC(N)=S)c(C)n1-c1ccc(Br)cc1	97.9	-19.1	102.9	107.2	28.8	-10.4	107.8	110.8
COc1ccc(CCN=Cc2c(C)[nH]n(-c3ccc([N+](=O)[O-])cc3)c2=O)cc1OC	107.7	-4.6	102.9	92.6	5.6	6.5	109.8	103.6
CCCCN(C)C(=O)c1nc2ccccn2c1CN1CCN(c2ccccn2)CC1	95.2	1.6	95.7	94.4	1.6	-5.1	103.7	99.7
CCCCNC(=S)Nc1cc([N+](=O)[O-])ccc1C	101.1	2.6	102.2	99.0	44.2	5.2	108.2	108.3
O=C(CCC1CCCC1)Nc1ccc([N+](=O)[O-])cn1	98.0	9.0	110.5	122.7	-1.0	2.4	98.2	113.4
O=C(Nc1cccc(Cl)c1)c1cc(-c2ccco2)on1	101.5	5.0	97.0	115.5	-3.0	2.7	92.3	104.3
CC(=O)c1cccc(NC(=O)CSc2ccc(-c3sc(C)nc3C)nn2)c1	100.0	4.6	91.1	89.9	13.6	9.3	92.1	96.8
Cc1ccc(-n2c(C(C)n3nc(C)c([N+](=O)[O-])c3C)n[nH]c2=S)cc1 (stereo not drawn)	103.6	-6.7	101.4	100.0	-0.6	4.9	107.1	105.6
O=C(c1cc(S(=O)(=O)N2CCOCC2)ccc1F)N1CCN(Cc2ccccc2)CC1	108.8	-1.4	107.9	106.0	-2.1	7.4	122.2	101.5
Cc1ccc(C2=C/C(=C/c3cccnc3)C(=O)O2)c(C)c1	99.6	0.4	101.0	93.5	4.4	-4.1	95.4	96.5
CCC1=Nc2cc(C(=O)NCCCN3CCN(C)CC3)ccc2Sc2ccccc21	103.0	-4.7	101.2	96.0	0.0	4.4	101.3	110.3
CN(NC(=O)c1ccc(Cl)cc1)c1ncc(C(F)(F)F)cc1Cl	97.2	7.3	76.9	102.6	-0.6	-1.0	73.0	105.8
COc1ccccc1C1CC(c2cccc(NS(C)(=O)=O)c2)=NN1S(=O)(=O)c1ccccc1 (stereo not drawn)	104.8	-9.1	101.3	96.1	0.9	0.2	106.7	112.6

Individual results from the list.
Cc1ccc(S(=O)(=O)Nc2ccncc2)c(C)c1 | procasp3 activ: 5.3
CCc1ccc(CN2CCC(n3nccc3NC(=O)c3ccccc3Cl)CC2)cc1 | procasp7 counter: -3.6
COc1cccc(OCC(=O)N(C)Cc2nc(-c3cccc(C)c3)no2)c1 | procasp7 counter: 3.3
Cc1ccc(C2=C/C(=C/c3cccnc3)C(=O)O2)c(C)c1 | procasp3 activ: -4.1
COc1ccc(OC)c(S(=O)(=O)Nc2ccc3c(c2)C(=O)OC3)c1 | MEP2 TOR yeast: 101.0

The list goes on.
SMILES	RPL19A-GFP yeast	procasp7 counter	AGP1-GFP MLPCN	LAP4-GFP MLPCN	AHR act	procasp3 activ	CIT2-GFP yeast	MEP2 TOR yeast
CC(=O)Nc1ccc(Br)c2ccccc12	109.5	-5.3	107.1	102.2	7.5	5.2	116.5	111.6
O=C(c1ncn(Cc2ccccc2)c1C(=O)N1CCc2ccccc2C1)N1CCc2ccccc2C1	102.1	-11.2	94.0	88.3	6.0	2.1	88.2	93.8
COCCSc1ccccc1C(=O)N1CCCC(C)C1 (stereo not drawn)	94.0	-6.2	92.7	86.2	-1.3	7.8	98.8	90.9
COc1ccccc1CN1CC(C(=O)N(Cc2cnn(C)c2)C(C)C)CCC1=O (stereo not drawn)	106.9	7.0	107.5	101.1	-0.8	12.2	110.0	99.1
COc1ccccc1C(=O)NCCC(=O)Nc1ccc(S(=O)(=O)N2CC(C)CC(C)C2)cc1 (stereo not drawn)	95.7	-0.5	97.6	100.2	-1.4	8.3	92.8	98.7
CCC(=O)[C@@]1(C)[C@H](C)C[C@H]2[C@@H]3CCC4=CC(=O)C=C[C@]4(C)[C@H]3[C@@H](O)C[C@@]21C	96.8	6.1	83.0	110.3	6.9	-2.3	76.2	99.8
N#CCCn1cc(C(=O)NCc2ccccc2)c(-c2cccs2)n1	106.0	6.2	99.7	103.8	1.8	10.1	102.0	103.8
C=CCn1c(-c2cccs2)nc2nc3ccccc3nc21	100.3	1.7	97.6	96.7	70.3*	-3.4	106.1	104.1
Cc1ccc(/C=C/S(=O)(=O)NCCC(=O)NCc2ccc(F)cc2)cc1	101.1	8.2	97.2	102.0	0.2	8.9	95.7	96.0
CCOc1cc(C(=S)N2CCOCC2)ccc1OS(=O)(=O)c1ccc(OC)cc1	104.5	-13.5	101.3	100.9	1.2	-3.9	100.0	104.9
CC(=O)CC1(O)C(=O)Nc2ccccc21 (stereo not drawn)	103.0	5.5	99.2	112.0	0.2	2.7	103.1	102.3
COc1ccc(CN(C)C(=O)c2oc3ccccc3c2CSC)cc1F	103.2	-0.9	106.7	93.6	1.9	9.7	102.6	107.0

Sorted by number of heavy atoms (high to low): some entries from above
SMILES	RPL19A-GFP yeast	procasp7 counter	AGP1-GFP MLPCN	LAP4-GFP MLPCN	AHR act	procasp3 activ	CIT2-GFP yeast	MEP2 TOR yeast
Cc1ccc(/C=C/S(=O)(=O)NCCC(=O)NCc2ccc(F)cc2)cc1	101.1	8.2	97.2	102.0	0.2	8.9	95.7	96.0
N#CCCn1cc(C(=O)NCc2ccccc2)c(-c2cccs2)n1	106.0	6.2	99.7	103.8	1.8	10.1	102.0	103.8
CC(=O)Nc1ccc(Br)c2ccccc12	109.5	-5.3	107.1	102.2	7.5	5.2	116.5	111.6

AHR act: what is marked active above
Structure	RPL19A-GFP yeast	AGP1-GFP MLPCN	LAP4-GFP MLPCN	AHR act	procasp3 activ	CIT2-GFP yeast	MEP2 TOR yeast
C=CCn1c(-c2cccs2)nc2nc3ccccc3nc21	100.3	97.6	96.7	70.3*	-3.4	106.1	104.1

Assay outcomes deposited in PubChem by several laboratories.
